# Pf Dd2 inh – blocks in vitro growth of P. falciparum Dd2. 120,000 compounds, 4.3% hits. P. falciparum Dd2 growth, SYBR Green, 72 h. Potency, µM (series often up to 28.9 µM), for the others: top-dose activity, negative = inhibition, actives largely listed as inhibitors; active = well fitted inhibition curve with a large enough effect; inconclusive = small, poorly fitted or top-dose-only effect; inactive = no such curve, though single readings can be large or run the other way;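 note: plate controls were DMSO vehicle for no effect and reference drug for full effect; nearly all actives have a fitted effect of over 65% in size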
#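 Infected erythrocytes (Dd2, 0.3% parasitemia, 2.5% hematocrit final) are added to compound in RPMI-1640/Albumax II medium, grown 72 h at 37C in low oxygen, then lysed with saponin/Triton-X containing SYBR Green and read by fluorescence.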
# The depositor's hits bear a star; i = inactive; u = inconclusive; [ ] = another dose, or the depositor's remark. Potency is the fitted concentration of half-maximal effect. This is a subset (hit frequency here may not be typical).
SMILES,Pf Dd2 inh
CC(C)C(=O)N1CCC(N2CC(OCC3CC3)C23CCCCC3)CC1 (stereo not given),3.2µM*
CCOc1ccc(Br)cc1CNCCSc1nnnn1-c1ccccc1,u
CC(C)N(Cc1ccccc1)C(=O)CCS(=O)(=O)c1ccc2c(c1)oc(=O)n2C,u
O=C(Cc1cccc(Cl)c1)NC1CCN(c2cc(-c3ccccc3)[nH]n2)CC1,-6%
CC(=O)Nc1ccc(NC(=O)c2ccc3c(c2)CCN3S(=O)(=O)c2ccc(C)cc2)cc1,19%
Cc1ccc(S(=O)(=O)c2cnc(SCC(=O)Nc3cccc(Cl)c3)nc2N)cc1C,i
O=C(c1cccc(Cl)c1)N1CCC2(C1)NC(=O)N(Cc1ccc(Cl)cc1)C2=O (stereo not given),i
COc1ncc(-c2cc3c(nc2OC)nc(CCc2ccccc2)n3C)cn1,7.9µM*
O=[S+]([O-])(c1ccc(Br)cc1)c1nnn2c1nc(N1CCC(F)CC1)c1ccccc12,-11%
Cc1cnc2c(c1SCC(=O)N(C)c1ccccc1)c(=O)n(C)c(=O)n2C,-8%
Cc1cc(C(=O)N2c3ccccc3CC2c2nnc(C3CC3)o2)nn1C (stereo not given),i
O=C(NC1(C(F)(F)F)C(=O)Nc2c1c(=O)[nH]c(=O)n2-c1ccc(Cl)cc1)c1ccccc1F (stereo not given),21%
CC(C)C[C@@H](NC(=O)[C@@]1(O)C[C@@H](O)[C@H](O)[C@@H](NC(=O)CS(=O)(=O)c2ccccc2)C1)C(N)=O,5%
O=C(c1ccoc1)N1CC(Oc2ccccc2-c2nc(C3CC3)no2)C1,u
CCC1CCc2nc3sc(C(=O)Nc4ccc(F)c(Cl)c4)c(N)c3cc2C1 (stereo not given),-7%
O=C(Cc1c(F)cccc1Cl)Nc1ccc2ncnc(N3CCCC3)c2c1,-20%
Cc1ccc(OCC(=O)Nc2nnc(SCc3cc(=O)n4cccc(C)c4n3)s2)cc1,-7%
CCN1CC(C(=O)NCc2cccc(-c3ccccc3)c2)CCC1=O (stereo not given),-2%
Cc1cc(C)n(CCCN(C)Cc2cc3n(n2)CCNC3)n1,2%
COc1ccc(C(=O)NC2CCN(c3cc(-c4cccs4)[nH]n3)CC2)c(C)c1,i
Cc1ccc(NC(=O)Cn2c(=O)n(CC(=O)NCCc3ccccc3)c(=O)c3ccccc32)cc1,14%
COc1ccccc1CN1Cc2cc(NC(=O)c3ccc(OC)c(OC)c3)ccc2OC(C)C1=O (stereo not given),u
CN1CCN([C@H]2CCN(C(=O)COCc3ccccc3)C[C@H]2CCCO)CC1,-22%
O=C(Nc1ccccc1)N1CCN(c2nc3ncccc3o2)CC1,u

# At a glance, part of the list above:
SMILES,Pf Dd2 inh
CN1CCN([C@H]2CCN(C(=O)COCc3ccccc3)C[C@H]2CCCO)CC1,-22%
O=C(Nc1ccccc1)N1CCN(c2nc3ncccc3o2)CC1,u

# Back to the main list, starting 2 compounds before the break.
SMILES,Pf Dd2 inh
CN1CCN([C@H]2CCN(C(=O)COCc3ccccc3)C[C@H]2CCCO)CC1,-22%
O=C(Nc1ccccc1)N1CCN(c2nc3ncccc3o2)CC1,u
CC(C)c1ccc(CNC(=O)C2CCN(c3cc(C(F)(F)F)ncn3)CC2)cc1,76%[activator]
COCCNC(=O)c1ccc(-c2nc(CN3CCc4ccccc43)c(C)o2)cc1,-12%
Cc1cccc(O[C@H]2COCCN(C(=O)c3cc(C)nn3C)C2)n1,28%[44.1 µM]
O=C1CCN(S(=O)(=O)c2ccccc2)CCCN(C(=O)CCC2CCCC2)CCN1,u
N#Cc1ccc(CNC2(Cc3cc(CN4CCN(c5ccccc5)CC4)on3)COC2)cc1,-11%
CN1Cc2nc(NCCOc3ccccc3)ccc2OCC1=O,i
CCc1cccc(C)c1NC(=O)c1cc(S(=O)(=O)N(Cc2ccc(C(=O)OC)cc2)Cc2ccc(OC)c(OC)c2)ccc1F,u
CC(C)c1nn2c(=O)cc(COC(=O)COc3ccccc3F)nc2s1,69%[activator]
COc1ccc(N2CC(NC(=O)c3ccc(S(=O)(=O)N4CCCC4)cc3)CC2=O)cc1 (stereo not given),10%
Cc1cc(C)c(S(=O)(=O)NCC(c2ccco2)N2CCOCC2)c(C)c1 (stereo not given),-24%
CNC(=O)N1CCC(Oc2ncccc2C(=O)N(C)C)C1 (stereo not given),-1%
CCOc1ccc2nc(N3CCCC(C(=O)NCCc4ccc(OC)cc4OC)C3)sc2c1 (stereo not given),u
O=C(c1ccccc1)N1CCC2(C1)C(=NC1CCCC1)NC(=O)N2c1cc(F)cc(F)c1 (stereo not given),-4%
C=CCNC(=O)CC1CCCN(c2cnn(CC)c(=O)c2)C1 (stereo not given),21%
COc1ccc(OC)c(NC(=O)N2CCC3(CC2)Oc2ccccc2C(=O)N3Cc2ccccc2F)c1,u
CCOc1ccc(Nc2cc(C)c(C#N)c3nc4ccccc4n23)cc1,13%
CN(C)c1cccc(C(=O)N2CCCC(n3cc(-c4nc(-c5ccccc5)no4)nn3)C2)c1 (stereo not given),u
Cc1ccc(CN2C(=O)[C@@H]3C[C@@H](O)CN3C3(CN(C4CCC(F)(F)CC4)C3)C2=O)o1,-2%[44.1 µM]
COc1ccc(-c2n[nH]c3c2CC(=O)N(CCOc2ccccc2)C3)cc1F,-16%[44.1 µM]
Cc1ccc(CN2CCC(N3CC4CCCN4C3=O)CC2)cc1 (stereo not given),-2%[44.1 µM]
CC1(c2nc(C3CCOCC3)nn2CC2COCCO2)CC1 (stereo not given),11%
Cc1ccc(C(=O)NC[C@H]2O[C@@H](CC(=O)NCCN3CCOCC3)[C@H](O)[C@@H]2O)cc1,17%[44.1 µM]
Cc1cccc(CNS(=O)(=O)c2ccc(-c3cnc(C4CC4)o3)cc2)c1,14%
CC(C)c1nnc(NC(=O)CC[C@H]2NC(=O)c3ccccc3NC2=O)s1,-21%
Cc1ccccc1CC(=O)N1CC(C(=O)NC2CCCCC2)C2(CCOCC2)C1 (stereo not given),-18%
CN1CCN(C(=O)CCS(=O)(=O)c2ccccc2)CC(O)C1 (stereo not given),-18%
Cc1cc2cccc(C(=O)N3CCc4nc(-c5cn[nH]c5)[nH]c4C3)c2o1,-5%
O=C([C@@H]1C[C@@H](c2ccc(F)cc2)N([S+](=O)([O-])c2cccnc2)C1)N1CCOCC1,-22%[44.1 µM]
Cc1ccc(NC(=O)C2CCC(CNS(=O)(=O)c3cccs3)CC2)cc1C (stereo not given),-13%
O=C(NC1CCCCC1)[C@H]1CN2CCC1C[C@@H]2Cn1cc(CSc2ccccc2)nn1 (stereo not given in full),u
COc1cccc(C(=O)N2CCC3(CC2)CC(Cc2ccccc2)=NO3)c1,u
O=C(/C=C\c1ccc2c(c1)OCO2)NC1CC(=O)N(c2cccc(F)c2)C1 (stereo not given),2%
CCc1ccccc1Nc1nn2c(=O)c3ccc(C(=O)NC4CCC(C)CC4)cc3nc2s1 (stereo not given),u
O=C(N[C@H]1CO[C@H]2[C@@H]1OC[C@H]2OCc1ccccc1)c1ccccc1,-1%[44.1 µM]
CN(C)Cc1nc(C(=O)N2CCCn3nc(CO)cc3C2)cs1,-8%
C[C@@H]1CN(C(=O)c2cc(-c3ccsc3)n[nH]2)CC[C@@]1(O)C1CCOCC1,-9%

# The closing three records of the part above are carried over, then new ones follow:
SMILES,Pf Dd2 inh
O=C(N[C@H]1CO[C@H]2[C@@H]1OC[C@H]2OCc1ccccc1)c1ccccc1,-1%[44.1 µM]
CN(C)Cc1nc(C(=O)N2CCCn3nc(CO)cc3C2)cs1,-8%
C[C@@H]1CN(C(=O)c2cc(-c3ccsc3)n[nH]2)CC[C@@]1(O)C1CCOCC1,-9%
Cc1ccc(CN2CCOC[C@H]2c2ncc(-c3cccc(F)c3)[nH]2)cc1,u
COc1ccc(CNC(=O)CSc2n[nH]c(-c3ccc(F)cc3)n2)cc1,i
O=C(NC1CC1)c1nc2sccn2c1Br,u
O=C(NCCSc1c(-c2ccccc2)[nH]c2ccccc12)c1ccc(S(=O)(=O)N2CCOCC2)cc1,10µM*
Cc1nc(CNC(=O)c2cn[nH]c2-c2ccccc2)cc(=O)[nH]1,4%
Cn1cc(-c2cccc(OC(F)(F)F)c2)c2nc(CN3CCNC(=O)C3)cn2c1=O,i
COc1cc(C2CC(=O)Nc3c2c(C)nn3-c2nc(C)cc(C)n2)cc(OC)c1O (stereo not given),-26%
CCOc1ccc(NC(=O)Cn2cc(S(=O)(=O)c3ccc(C)cc3)c(=O)c3cc(F)ccc32)cc1,3%
CCN1CC(CN(C)Cc2nc(Cc3cccc(F)c3)no2)CC1=O (stereo not given),3%
COc1cccc(-c2cc3c(=O)n(CCNC(=O)c4ccc(C(C)(C)C)cc4)ccn3n2)c1,1.1µM*
O=C1NCCCCCCN(C(=O)CC2CCCCC2)[C@H]2C[C@H](c3nc(-c4cnccn4)no3)C[C@@H]12,-10%
COc1ccc(-c2cc(N3CCN(C(=O)c4ccncc4)CC3)n[nH]2)cc1,1%
CCc1nnsc1C(=O)NC(C)c1cnn(-c2ccccc2C)c1C (stereo not given),i
O=C(NCCc1nccs1)c1cn(CCN2CCNCC2)nn1,-2%
COc1ccc(Nc2ccc3c(n2)CN(Cc2ccccc2C)C(=O)CO3)cn1,-3%[44.1 µM]
Cc1nn(C(=O)c2ccccc2)c(C)c1S(=O)(=O)N1CCCCCC1,i
CN1C[C@@H](NS(=O)(=O)c2ccc(C#N)cc2)C[C@H]1c1nc(-c2cccnc2)no1,u
CS(=O)(=O)NC[C@H]1Cn2c(-c3ccc(F)cc3)cnc2CO1,-4%[44.1 µM]
O=C(CCC1CCCC1)N1CCC2(CC1)CC(N(C(=O)c1ccccc1)C1CC1)CCO2 (stereo not given),-16%
CC(=O)c1cc(C(=O)Nc2cccc(C)c2)c2ccccn12,u
O=C(NCc1nnc2c(-c3nc(C4CC4)no3)cccn12)c1cc(F)ccc1Cl,u
Cc1ccc(N2CC(c3noc(-c4ccncc4)n3)CC2=O)cc1 (stereo not given),-9%
Cc1ccc(-c2cc3c(=O)n(CCNC(=O)c4cnccn4)ccn3n2)cc1C,i
COc1cccc(C(=O)NCC2Cn3cccc3C(=O)N2CC(C)C)c1 (stereo not given),i
Cc1ccc(C)c(N2CCN(C(=O)c3ccc4c(Cl)c5c(nc4c3)CCCC5)CC2)c1,-10%
COc1cc(OC)c(OC)cc1/C=C/c1nc2cc3ccccc3cc2c(=O)n1-c1ccc(F)c(Cl)c1,13%
Cc1cccc(C(=O)NC2CCN(c3cc(-c4ccc(F)cc4)[nH]n3)C2)c1 (stereo not given),10µM*
CN(Cc1cc(C[C@@H]2C[C@H](NCc3ncc[nH]3)C2(C)C)no1)c1ccccc1,i
CNCc1cn(C[C@H]2O[C@@H](CC(=O)NCc3ccc(F)cc3)[C@H](O)[C@@H]2O)nn1,-16%[44.1 µM]
CCOC(=O)c1oc2ccc(S(=O)(=O)N3CCCCCCNC(=O)[C@@H]4CCC[C@@H]43)cc2c1C,u
Cc1noc2ccc(-c3cnn(Cc4ccccc4)c3)nc12,-13%[44.1 µM]
CSc1ccc(CNC(=O)c2nnn3c2COC(c2ccc(Cl)cc2)C3)cc1 (stereo not given),u
COc1ccccc1C(=O)N(Cc1ccco1)Cc1ccccc1F,-7%
Cc1nc(CCNC(=O)C2CCCC2)no1,-7%
COc1ccccc1N1CCN(C(=O)c2cnc(N3CCOCC3)c3ccccc23)CC1,-17%
CS(=O)(=O)N1CCCN(C(=O)CCc2c[nH]c3ccccc23)CCNC(=O)CC1c1ccccc1 (stereo not given),i
CC(C)C[C@@H](NC(=O)C1=C[C@@H](NC(=O)c2cccnc2)[C@@H](O)[C@H](O)C1)C(N)=O,19%[44.1 µM]
CC(C)c1ccc(CC(=O)N2CCCc3ncc(C(=O)N(C)c4ccccc4)cc32)cc1,i
COc1ccccc1CC(=O)N1CCCc2ncc(C(=O)NCCC(C)C)cc21,u
CCc1ccc(NC(=O)CSc2nc3ccccc3c(=O)n2CCC(=O)NC2CCCCC2)cc1,15%
CCc1ccccc1NC(=O)Cn1nnc(C(=O)OC)c1C(=O)OC,8%
NCC(C1CCCCC1)N1CCOCC1 (stereo not given),u
COc1ccccc1CN1C[C@@H](F)[C@@H](OCc2nc3ccccc3o2)C1,u
Cc1cc(C)cc(NC(=O)N2c3ccccc3CC2c2noc(C3CCOCC3)n2)c1 (stereo not given),-18%
CCc1cccc(NC(=O)CCc2nc3cccnc3n2Cc2ccc(OC)cc2)c1,u
Cc1cc2oc(C(=O)Nc3cccc(-c4nc5ccccc5o4)c3)c(C)c2cc1Cl,34%[activator]
O=C(NC1CCc2nnc(C3CC3)n2CC1)c1ccsc1 (stereo not given),22%
CCN1CCCC2(Cc3ccccc3CN(C(C)=O)C2)C1 (stereo not given),u

# Fetched by compound from the list above:
SMILES,Pf Dd2 inh
Cc1ccc(C)c(N2CCN(C(=O)c3ccc4c(Cl)c5c(nc4c3)CCCC5)CC2)c1,-10%
Cc1cnc2c(c1SCC(=O)N(C)c1ccccc1)c(=O)n(C)c(=O)n2C,-8%
CCN1CC(C(=O)NCc2cccc(-c3ccccc3)c2)CCC1=O (stereo not given),-2%
CCC1CCc2nc3sc(C(=O)Nc4ccc(F)c(Cl)c4)c(N)c3cc2C1 (stereo not given),-7%
CN(C)Cc1nc(C(=O)N2CCCn3nc(CO)cc3C2)cs1,-8%

# Following part:
SMILES,Pf Dd2 inh
O=C(NC[C@H]1C[C@@H]2CCN1C[C@@H]2CN1CCCCC1)Nc1ccsc1,0%[44.1 µM]
Cc1oc2ccn(Cc3cccc(F)c3)c(=O)c2c1C(=O)NCc1ccccc1,i
O=C(O)[C@]12CN(Cc3ccncc3)C[C@H]1CN(C1CCOCC1)C2,-12%
CCOc1ccc2c(n1)CCN(C(=O)Cc1cccc(C)c1)C2,10µM*
